# MsrA act = activates bovine MsrA enzyme; activation, % at 10.6 µM; 0.3% of 360,000 active; purified bovine MsrA, absorbance read-out; in the data active = activation above about 7.5%;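 also: 0% = vehicle and 100% = reference activator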
# LMPTP inh = blocks human LMPTP phosphatase; P24666; recombinant LMPTP-A, OMFP fluorogenic substrate, fluorescence intensity; inhibition, % at 20 µM; 0.22% of 360,000 active;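 active = compounds that cut the enzyme signal by at least half of the control window in the single-dose screen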;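 also: plate controls were DMSO wells with enzyme plus substrate for no effect and substrate without enzyme for full effect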
# Target sequence (P24666 whole entry, looked up): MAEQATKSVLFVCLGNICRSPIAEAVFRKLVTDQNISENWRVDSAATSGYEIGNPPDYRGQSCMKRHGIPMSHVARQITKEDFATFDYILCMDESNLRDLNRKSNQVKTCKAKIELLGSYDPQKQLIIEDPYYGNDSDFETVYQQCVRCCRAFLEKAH
#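 Test system: LMPTP-A, protein tyrosine phosphatase of low molecular weight; Input: 0.625 nM enzyme; Incubation: 50 min dark incubation at room temperature; Signal: endpoint fluorescence intensity from OMFP dephosphorylation; Read-out basis: % inhibition versus control wells.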
# MsrA inhibitor = inhibitors of bovine MsrA. 0.75% of 360,000 active. purified bovine MsrA, absorbance read-out. AID 651718. inhibition, % at 15.5 µM; in the data active = inhibition above about 4.5%;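 also: 0% = vehicle wells with enzyme and 100% = reference inhibitor wells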
# SUMO1 PPI mod = SUMO1-SIM interaction modulation | inhibition, % at 20 µM | 0.33% of 360,000 active | AID 602429 | SUMO1 binding to a labelled peptide, TR-FRET, 1 h; in the data active = inhibition above about 37%
# Target sequence (P63165 whole entry, looked up): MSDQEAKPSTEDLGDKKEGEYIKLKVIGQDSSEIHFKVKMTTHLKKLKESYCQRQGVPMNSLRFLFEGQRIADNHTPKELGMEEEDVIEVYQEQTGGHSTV
# DNMT1 block = blocks human DNA methyltransferase DNMT1 | P26358 | DNMT1 molecular beacon, Hinp1I cleavage, fluorescence | inhibition (reported as % activation of signal), % at 10 µM | 0.83% of 360,000 active; in the data active = inhibition above about 50%
# E coli Lon inh = inhibitors of E. coli Lon protease. 0.42% of 360,000 active. AID 602123. P0A9M0. inhibition, % at 7.94 µM. purified E. coli Lon protease, fluorescence polarization; in the data active = inhibition above about 13%, passing the limit was not always enough;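 also: 0% = enzyme with probe and DMSO and 100% = no enzyme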
# Scp-1 inhibitor = blocks human Scp-1 phosphatase activity; inhibition, % at 20 µM; Recombinant Scp1, phosphopeptide, malachite green phosphate absorbance; Q9GZU7; 0.88% of 340,000 active;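 active = inhibition above about 50% at 20 µM, limit read from the data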;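 also: plate controls were DMSO wells with enzyme for no effect and wells lacking enzyme for full effect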
# Target sequence (Q9GZU7 76-261 limits assumed): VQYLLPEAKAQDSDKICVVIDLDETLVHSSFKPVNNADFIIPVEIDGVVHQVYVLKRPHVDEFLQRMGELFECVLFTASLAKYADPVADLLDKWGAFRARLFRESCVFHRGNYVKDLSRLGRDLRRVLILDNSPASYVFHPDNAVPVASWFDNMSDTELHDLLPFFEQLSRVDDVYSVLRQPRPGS
#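 Assay system: SCP-1 catalytic fragment, aa 76-261 | Buffer or medium: Tris acetate buffer pH 5.5 with MgCl2 and Tween-20 | Compound: One concentration, 20 µM, with 1.0% DMSO | Also added: Phospho 17-mer peptide substrate | Signal: Absorbance at 630 nm | Incubation: 45 min enzyme reaction at room temperature | Measure: % inhibition of SCP-1 phosphate liberation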
# CendR NRP1 mod = modulators of CendR peptide binding to human neuropilin-1; FAM-RPARPAR peptide binding to NRP-1, fluorescence polarization; AID 602438; 0.85% of 360,000 active; inhibition, % at 25 µM; O14786;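 active = inhibition or corrected inhibition above about 18%, plus a signal ratio from 0.5 to 1.5, limit read from the data, passing the limit was not always enough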; also: strong numbers were not always called active
# Tb MetRS inh = Trypanosoma brucei MetRS inhibition; 0.4% of 360,000 active; inhibition, % at 11.9 µM; purified T. brucei MetRS, ATP depletion, Kinase-Glo luminescence;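 active = inhibition above a per-plate cutoff of the control wells' mean inhibition plus 3 SD, cut at about 5.5% in these data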;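 also: 0% = DMSO wells median and 100% = median of wells with control inhibitor compound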
#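 Test system – parasite MetRS enzyme · Reagent – substrates ATP, L-methionine and bulk Escherichia coli tRNA · Doses – 11.9 µM compound single dose, 0.9% DMSO · Times – 15 min enzyme-compound preincubation, 2 h reaction, 10 min detection, 25 °C · Signal – Kinase-Glo luminescence, ATP depletion format · Controls – DMSO-only wells as low control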
# STEP inh = inhibitors of human striatal-enriched phosphatase STEP | P54829 | recombinant STEP, OMFP fluorogenic substrate, fluorescence | inhibition, % at 20 µM | 0.25% of 360,000 active | AID 588621;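 active = inhibition at 20 µM, scaled per plate between control wells, above about 37%, limit read from the data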;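 also: 0% = DMSO with enzyme and substrate and 100% = substrate only without enzyme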
# Target sequence (P54829 whole entry, looked up): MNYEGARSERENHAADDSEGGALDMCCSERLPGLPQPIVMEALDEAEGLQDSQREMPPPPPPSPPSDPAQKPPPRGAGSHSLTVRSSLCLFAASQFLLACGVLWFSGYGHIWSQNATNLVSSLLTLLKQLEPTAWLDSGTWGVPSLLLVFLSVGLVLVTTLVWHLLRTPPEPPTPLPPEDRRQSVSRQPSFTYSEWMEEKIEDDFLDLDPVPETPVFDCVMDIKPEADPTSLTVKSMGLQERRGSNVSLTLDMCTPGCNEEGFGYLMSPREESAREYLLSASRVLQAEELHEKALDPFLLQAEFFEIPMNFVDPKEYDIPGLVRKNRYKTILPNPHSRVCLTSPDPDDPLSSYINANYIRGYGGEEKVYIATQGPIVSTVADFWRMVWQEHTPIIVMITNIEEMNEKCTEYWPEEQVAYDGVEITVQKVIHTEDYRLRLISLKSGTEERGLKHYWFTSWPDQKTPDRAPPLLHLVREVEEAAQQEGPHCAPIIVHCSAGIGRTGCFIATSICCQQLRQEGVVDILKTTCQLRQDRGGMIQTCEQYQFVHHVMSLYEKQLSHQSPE
#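 material = STEP tyrosine phosphatase | reagent = fluorogenic phosphatase substrate OMFP at 25 µM final | doses = single compound dose of 20 µM, 1% DMSO final | schedule = 20 min reaction, room temperature, in the dark | measured by = fluorescence, 480/540 nm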
# The depositor's hits bear a star; . = no result given.
SMILES,MsrA act,LMPTP inh,MsrA inhibitor,SUMO1 PPI mod,DNMT1 block,E coli Lon inh,Scp-1 inhibitor,CendR NRP1 mod,Tb MetRS inh,STEP inh
CCOC(=O)c1c(C)[nH]c(C(=O)COc2ccc3ccc(=O)oc3c2)c1C,-2.9,9.0,1.0,1.5,31.1,-6.9,28.9,-40.1,0.0,12.6
CN1CCCC1CCNc1ccc2sc3ccccc3c(=O)c2c1 (centres undefined),-8.4,3.2,-1.5,-58.2,6.4,-18.2,6.1,-30.6,-0.2,2.7
O=C(CNC(=O)c1ccc2c(c1)OCCO2)N/N=C/c1ccc(O)cc1O,-11.6,-2.1,3.6,-0.2,-0.3,-2.1,-2.3,-1.4,1.1,-1.0
CCC/C=C/c1ccc(CN2C(C)C(=O)N(Cc3cn(CCC4OCCO4)nn3)CCS2(=O)=O)cc1 (centres undefined),0.7,1.6,-0.1,-3.9,9.4,4.8,.,3.2,-0.9,1.0
Nc1ccc(-c2nc3cc(N)ccc3n2CCO)cc1,-8.1,1.8,1.1,-3.5,-2.2,0.9,-8.5,-4.8,-0.9,1.7
COc1ccccc1CNc1ccc2c(c1)CCC2,-2.4,0.7,-0.4,-0.4,-3.2,-6.8,-5.0,-47.2,-0.8,-9.1
O=S(=O)(c1ccccc1)c1nc(-c2cccc(Cl)c2)oc1N1CCOCC1,-6.3,0.5,2.0,-4.6,-1.1,-9.3,4.0,0.2,-0.1,-0.1
Cc1ccc(N2Cc3ccccc3C2=S)cc1,-2.1,-0.2,-0.2,-2.2,0.2,-2.7,-6.4,9.1,0.1,0.1
Cc1ccc(-n2ncc3c2ncn2c(C)nnc32)cc1C,-0.8,-0.9,-0.4,3.0,6.3,9.2,-9.4,3.2,0.0,-0.2
CC1=C(C(=O)N(C)Cc2ccccc2)C2(CCC(C)CC2)OC1=O (centres undefined),-0.6,-0.7,0.2,1.0,2.4,-5.4,-8.4,-8.5,0.9,-1.5
O=[N+]([O-])c1ccccc1S(=O)(=O)N1CCN(c2ccc(F)cc2)CC1,-3.2,0.9,0.5,-4.4,-0.6,-2.6,-2.4,3.3,-0.7,-1.6
CC(=O)Nc1ccc(S(=O)(=O)N2CCN(C(=O)Cc3ccccc3)CC2)cc1,-2.4,1.1,0.2,0.4,-1.0,3.8,-7.8,-9.4,-1.1,-3.5
O=C(NC1CCCCC1)N(c1ccccc1)c1nnc(-c2cccc([N+](=O)[O-])c2)s1,-1.1,0.9,1.2,-4.5,-6.0,-9.5,.,-0.7,-0.2,2.6
O=C(c1ccccc1)N1CCN(C(=S)NCc2ccc3c(c2)OCO3)CC1,-2.8,0.1,-0.5,-4.0,0.9,5.7,-5.7,-3.9,-0.1,-0.4
O=S(=O)(NCc1cccnc1)c1ccc(Cl)c(Cl)c1Cl,-10.8,1.0,1.2,-2.2,1.7,7.6,-1.0,-1.0,-1.3,-0.8
O=C(NC1CCCc2ccccc21)c1ccc(=O)[nH]c1 (centres undefined),-11.7,-1.4,-0.9,-0.4,-0.9,-11.9,-1.8,-3.8,-0.6,-10.1
COc1ccc(-c2nc(-c3cccs3)c(-c3cccs3)[nH]2)cc1OC,-11.1,4.5,3.7,-3.6,-16.2,-4.9,0.8,-0.7,-2.7,-1.8
CSc1nc(-c2ccccc2)nc(NC(=O)c2ccccc2)c1C(C)=O,-3.6,2.8,1.1,-1.6,-5.1,-5.6,-0.7,9.3,-0.8,1.9
O=C(O)COCC(=O)NCc1csc2ccccc12,-12.1,0.0,0.3,3.0,-1.9,3.6,-3.3,3.9,-1.6,-5.0
Cc1ccc(S(=O)(=O)Cc2ccc(C(=O)NCc3ccc4c(c3)OCO4)o2)cc1,-3.6,-0.1,-1.7,0.9,5.5,-0.1,-2.4,7.5,0.3,0.1
CCC(=O)NCCc1cc2ccc(C)cc2[nH]c1=O,-2.5,0.2,0.7,0.5,-2.3,8.9,-12.9,-11.0,-0.5,-2.0
C=C(c1ccc(OC)cc1)c1ccc(OC)cc1,0.3,-2.1,0.8,0.0,2.4,-13.9,-4.4,7.8,0.1,-2.9
O=S(=O)(NCC1CCCO1)c1ccc(Cl)c2ccccc12 (centres undefined),-2.0,-1.9,-0.3,-14.1,-0.3,6.7,.,3.0,-0.3,-1.6
Cc1ccc(-n2c(O)c(/C=N/NC(=O)C3COc4ccccc4O3)c3ccccc3c2=O)cc1 (centres undefined),-3.9,0.8,1.9,2.6,-6.1,-11.4,-14.0,-62.9,0.4,5.4
O=C(C1CCN(S(=O)(=O)c2ccccc2F)CC1)N1CCN(Cc2ccc3c(c2)OCO3)CC1,-7.7,0.2,-0.5,-2.4,-0.4,1.5,0.7,12.3,-0.3,-1.3

# Individual results from the entries so far:
# Under E coli Lon inh, Cc1ccc(-n2c(O)c(/C=N/NC(=O)C3COc4ccccc4O3)c3ccccc3c2=O)cc1 (centres undefined) shows -11.4
# Under Scp-1 inhibitor, CCC(=O)NCCc1cc2ccc(C)cc2[nH]c1=O shows -12.9
# Under STEP inh, O=C(O)COCC(=O)NCc1csc2ccccc12 shows -5.0
# Under DNMT1 block, Nc1ccc(-c2nc3cc(N)ccc3n2CCO)cc1 shows -2.2

# Three compounds out of the list above, arranged by their value in MsrA inhibitor, low to high:
canonical_smiles,MsrA inhibitor
Cc1ccc(-n2ncc3c2ncn2c(C)nnc32)cc1C,-0.4
O=[N+]([O-])c1ccccc1S(=O)(=O)N1CCN(c2ccc(F)cc2)CC1,0.5
CCC(=O)NCCc1cc2ccc(C)cc2[nH]c1=O,0.7

# Next section.
SMILES,MsrA act,LMPTP inh,MsrA inhibitor,SUMO1 PPI mod,DNMT1 block,E coli Lon inh,Scp-1 inhibitor,CendR NRP1 mod,Tb MetRS inh,STEP inh
Cc1ccc(S(=O)(=O)c2nc(S(C)(=O)=O)sc2N2CCCCC2C)cc1 (centres undefined),-5.5,-0.3,-0.4,-3.8,-0.3,8.1,-6.2,-13.0,-0.3,-0.6
O=C(CSc1c2c(nc3ccc(Cl)cc13)CCCC2)NCc1ccco1,0.3,-0.4,1.2,-7.6,-4.6,0.4,5.2,-13.9,0.9,1.7
Cc1ccc(-c2ccc(CN3C(C(C)C)C(=O)N(Cc4cn(CCC5OCCO5)nn4)CCS3(=O)=O)cc2)c(C)c1 (centres undefined),0.1,3.2,-0.6,6.6,-33.9,3.2,.,-1.4,-0.3,-0.4
C=C(C)COc1ccc(-c2nc(N)ncc2-c2ccc(Cl)cc2)c(O)c1,3.0,2.3,2.3,6.4,-3.1,-6.9,-1.3,-2.8,-0.5,-1.5
O=C(Nc1ccccc1)C1CCCN(S(=O)(=O)c2ccc(-n3cnnn3)cc2)C1 (centres undefined),0.0,-0.4,1.1,1.4,2.2,-7.8,-11.2,-10.0,1.1,1.5
CCN(CC(=O)Nc1ccccc1C(=O)OC)S(=O)(=O)c1ccccc1,-0.5,1.5,-0.4,0.6,1.6,-2.1,-12.2,12.5,-0.2,-2.0
N#Cc1ccsc1NC(=O)CCN1CCN(C(c2ccccc2)c2ccccc2)CC1,-0.2,3.5,-0.7,-1.1,-2.1,11.0,17.0,-1.9,-1.3,0.2
NS(=O)(=O)c1ccc(CCNC(=O)CCCOc2ccccc2)cc1,-11.3,0.0,1.7,-1.2,-2.6,-8.4,0.6,8.1,-1.2,0.0
CC(C(=O)N1CCOCC1)N1C(=O)C2C3CC(C(Br)C3Br)C2C1=O (centres undefined),-1.6,-1.7,-1.0,3.8,8.1,-0.4,0.2,-2.2,-0.1,0.3
CCC(=O)c1cn(CC(=O)Nc2ccc(C)cc2)c2ccccc12,-2.5,1.2,-1.2,-11.9,4.4,-2.2,-6.0,4.4,-0.6,0.7
COc1cccc(CNC(=S)Nc2ccc3c(c2)c(=O)n(C)n3C)c1,-1.5,0.5,0.1,-1.5,-6.7,0.8,.,5.1,0.0,-2.1
c1cc(CN2CCN(C3CCCCCC3)CC2)ccn1,-1.0,-2.2,-0.3,2.5,6.9,-1.3,-26.3,-1.7,-0.1,2.2
CCOC(=O)Cc1n[nH]c(=O)c2ccccc12,-4.8,-1.2,-0.2,-0.2,-2.1,-12.2,-0.9,-2.1,0.5,-1.6
O=c1cc(O)nc(SCc2ccccc2)[nH]1,-3.8,-0.9,-0.3,1.2,1.0,-9.3,-11.2,1.7,0.4,3.3
CCN(CC)c1ccc(C(=C2C=CC(=[N+](CC)CC)C=C2)c2ccc(N(CC)CC)cc2)cc1,-4.8,80.6*,-0.6,-58.3,13.9,-1.8,-2.5,30.2*,-0.7,25.2
CCOC(=O)c1csc(NC(=O)c2cc(OC)c(OC)c(OC)c2)n1,0.5,1.3,-0.4,1.4,1.6,-6.5,-0.6,-3.2,-0.4,1.0
O=C(Oc1cc(=O)n2ccccc2n1)c1ccccc1,4.9,-2.2,0.6,0.8,-0.8,2.3,-10.3,4.4,0.2,-2.7
COC(=O)N/N=C/c1ccccc1OCc1ccccc1,-2.3,0.5,0.3,-3.0,1.6,-1.3,-14.6,-11.1,-0.1,1.2
Cc1ccc(C)c2sc(N3CCN(C(=O)c4ccc([N+](=O)[O-])o4)CC3)nc12,-6.6,1.5,-1.1,-16.9,-7.9,3.7,7.2,2.5,-0.5,0.2
Cc1cc2c(C)nc(N/N=C/c3ccc(F)cc3)nc2o1,-3.9,-0.3,4.4,-1.6,-1.7,-0.6,3.1,20.0,-0.3,-2.2
CCOc1ccc(C(=O)/C=C/c2ccc(SC)cc2)cc1,-2.2,4.4,0.4,-5.5,6.7,0.9,-8.6,-12.0,0.6,-2.3
CCOc1ccc(NS(=O)(=O)c2cc(NC(=O)c3cccc(C)c3)ccc2Cl)cc1,-1.6,4.8,-0.8,3.1,-17.6,-10.0,-10.7,-2.9,0.2,-4.8
Cc1ccc(NC2c3ncccc3C(=O)N2C2CCCCC2)cc1C (centres undefined),-1.1,-0.3,-0.6,-0.8,-1.7,-2.7,0.8,-21.6,-1.1,20.4
Nc1ccc(Oc2ccc([N+](=O)[O-])cc2[N+](=O)[O-])cc1,-12.0,-0.1,0.8,-48.7,23.2,-8.3,-2.7,0.6,-1.0,0.1
CN(CC(=O)Nc1ccccc1Br)C(=O)CCCSc1nc2ccccc2[nH]1,-1.2,0.0,0.2,2.0,-0.5,-2.1,-1.2,7.1,-0.3,-3.3
O=C(NC1CCCC1)C(c1cccnc1)N(CCc1ccccc1)C(=O)c1ccco1 (centres undefined),-3.0,-3.0,0.0,-2.5,-2.0,3.8,-2.5,-6.2,-0.5,0.9
CC(C)(C)NC(=O)/C(=C\c1ccco1)NC(=O)c1cccs1,-4.5,-1.3,-0.2,-6.6,-1.1,-8.6,-4.4,3.4,-0.3,0.9
O=C(c1ccco1)N1CCN(Cc2nnc(-c3ccccc3)o2)CC1,-8.2,-1.7,0.8,-0.8,-0.7,5.3,-4.8,-1.5,-0.5,-0.6

# Source: PubChem (several laboratories)
